Bioassay records: PubChem, several laboratories
OX1R antag = blocks the human orexin 1 receptor | CHO/OX1R cells, Fluo-8 calcium fluorescence, orexin A | inhibition, % at 5 µM | 330,000 compounds, 0.43% hits | AID 434989;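 active = inhibition above its plate's threshold, mean inhibition of all tested compounds on the plate plus 3 SD, cut at about 37% in these data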;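 note: 0% = orexin A challenge wells and 100% = SB-334867-A antagonist wells; not every result past the cut was called active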
Target sequence (O43613 whole entry, looked up): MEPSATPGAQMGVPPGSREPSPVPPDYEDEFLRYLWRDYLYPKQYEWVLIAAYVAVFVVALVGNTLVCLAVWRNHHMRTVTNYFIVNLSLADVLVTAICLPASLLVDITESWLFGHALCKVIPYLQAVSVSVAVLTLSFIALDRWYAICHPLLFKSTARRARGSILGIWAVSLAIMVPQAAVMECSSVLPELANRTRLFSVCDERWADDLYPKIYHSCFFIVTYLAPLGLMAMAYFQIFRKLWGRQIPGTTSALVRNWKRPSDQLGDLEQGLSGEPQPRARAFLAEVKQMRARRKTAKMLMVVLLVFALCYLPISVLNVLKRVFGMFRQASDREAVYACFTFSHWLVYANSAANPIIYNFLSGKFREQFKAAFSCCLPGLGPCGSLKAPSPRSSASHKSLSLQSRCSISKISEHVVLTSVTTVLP
CHT PAM = allosterically activates the human high affinity choline transporter; Q9GZV3; CHT-expressing cells, membrane potential dye, choline EC20; active compounds read high; LV-AA mutant CHT in HEK293 cells; B-score at 10 µM; 310,000 compounds, 0.49% hits;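 active = initial fluorescence not abnormally high and integrated response B-score, plate-corrected, over 3 SD above library mean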
Target sequence (Q9GZV3 whole entry, looked up): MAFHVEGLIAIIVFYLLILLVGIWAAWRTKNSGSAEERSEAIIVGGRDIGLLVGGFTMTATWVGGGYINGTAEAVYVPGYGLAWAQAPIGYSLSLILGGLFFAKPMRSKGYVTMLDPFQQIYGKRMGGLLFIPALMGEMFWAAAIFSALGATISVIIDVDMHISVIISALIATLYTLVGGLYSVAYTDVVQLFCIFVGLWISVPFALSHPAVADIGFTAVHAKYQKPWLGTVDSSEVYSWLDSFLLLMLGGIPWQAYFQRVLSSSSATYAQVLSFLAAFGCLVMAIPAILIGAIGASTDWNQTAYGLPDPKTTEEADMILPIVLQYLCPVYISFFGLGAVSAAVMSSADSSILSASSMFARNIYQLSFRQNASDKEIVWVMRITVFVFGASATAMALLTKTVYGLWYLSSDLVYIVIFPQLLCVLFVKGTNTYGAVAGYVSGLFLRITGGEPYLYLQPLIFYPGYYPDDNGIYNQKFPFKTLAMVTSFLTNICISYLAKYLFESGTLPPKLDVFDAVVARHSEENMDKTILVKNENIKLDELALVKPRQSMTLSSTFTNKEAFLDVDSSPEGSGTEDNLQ
The depositor's hits bear a star; i = inactive; . = no result given. Outcome played no part in choosing rows. Share with any hit: about 0.8%.

SMILES	OX1R antag	CHT PAM
CC(C)CCN1C(=O)c2cccc3c(N)ccc(c23)C1=O	91*	i
Cc1cc(C(F)(F)F)cc(NNC(=O)NC(=O)c2c(F)cccc2Cl)n1	-19	i
COc1ccc(-c2cc(=O)oc3cc(OC(C)C(=O)NCc4ccccn4)ccc23)cc1 (stereo unspecified)	-12	i
COC(=O)c1c(NC(=O)COc2ccc(Cl)cc2)sc2c1CC(C)(C)NC2(C)C	-10	i
COc1c(C)cc(Br)cc1C(=O)NC(=S)Nc1ccc(Cl)c(C(=O)O)c1	1	i
N#CC1=C(C2CC2)CC(c2ccccc2)C(C#N)=C1N (stereo unspecified)	-24	i
Cc1cc(=O)oc2cc(OCC(=O)OCC(=O)Nc3ccccc3Br)ccc12	7	i
COc1cc(/C(C)=N/NC(=O)Cc2c(C)[nH][nH]c2=O)ccc1O	2	i
CCN(CC)C(=O)c1cn(CCC#N)nc1-c1ccc(F)cc1	-24	i
Cc1ccc(S(=O)(=O)N2CCOCC2)cc1C(=O)NC1=NCCS1	-30	.
CC(=O)Nn1cc2c(=O)n(C)c(=O)n(C)c2c1	14	i
CC(C)[C@H](NS(=O)(=O)c1ccccc1)C(=O)Nc1ccccc1N1CCOCC1	7	.
Cc1cc(Nc2ccccc2)nn1C(=O)c1ccc(Cl)cc1	-17	i
COc1ccc(-c2ccoc2)cc1[C@H]1[C@H]2C=CC[C@@H](C)[C@@H]2C(=O)N1Cc1ccccc1	0	i
CC(C(=O)NCCCn1ccnc1)(c1ccccc1)c1ccccc1	-7	i
COc1ccc(S(=O)(=O)N2CCOC2CNC(=O)C(=O)NCCN2CCOCC2)cc1C (stereo unspecified)	-15	i
Cc1cccc(NC(=O)CCN2CCN(C/C=C/c3ccccc3)CC2)c1	-26	i
O=C(Nc1ccccc1)c1sccc1Oc1ccc([N+](=O)[O-])cc1F	-21	i
Cc1ccc2[nH]c(C)c(CCN(Cc3cccnc3)C(=S)NC(C)(C)C)c2c1	-27	i
O=C(NCc1cccc(F)c1)c1cccc2c1C(=O)c1ccc(N3CCOCC3)cc1S2(=O)=O	-2	.
CCc1ccc(-c2cc(C)no2)cc1S(=O)(=O)N1CCN(c2ccccc2)CC1	-11	i
CN(C)c1ccc(CNn2cnnc2SCc2ccccc2F)cc1	5	i
COc1ccccc1OCCCCN1CCC(C)CC1	-18	i
O=C1CCC(C(=O)N2CCCC(N3CCN(c4cccc(C(F)(F)F)c4)CC3)C2)=NN1 (stereo unspecified)	-14	i
CCn1c(CCC(=O)O)nc2cc(S(=O)(=O)N(C)C)ccc21	-2	i
O=c1cc(O)c2sc3nc4c(c(C(F)(F)F)c3c2[nH]1)CCCCC4	-9	i
CCC(=O)N(c1nnc(SCC(=O)Nc2ccc(N3CCOCC3)cc2)s1)C1CC1	-15	.
CC(=O)Nc1ccc(Nc2nc(C)c([N+](=O)[O-])c(Nc3ccccc3)n2)cc1	-17	i
COC(=O)CCC(=O)OC1(C)C(=O)C=C2C=C(C3CC3)N(c3ccc(CO)cc3)C=C2C1=O (stereo unspecified)	2	i
Cc1c(C#N)c(O)n(CCO)c(=O)c1N=Nc1ccccc1	2	i
CNC(=O)N(O)C1N(/N=C/c2c(F)cccc2Cl)C(=S)SC1(C)C (stereo unspecified)	-29	i
Cc1ccc(NC(=O)N2CCC(c3nc4c(nnn4Cc4cccc(Cl)c4)c(=O)[nH]3)CC2)cc1	-35	i
c1ccc2c(c1)CNc1ccccc1C2	-14	i
COc1ccc(OC)c(C2=NS(=O)(=O)N(C)C(C(=O)NCc3ccco3)=C2)c1	-9	i
COc1ccccc1/C=C/C(=O)Nc1ccc2c(c1)CCC2	-7	i
CC(C)C(=O)Nc1ccc(NC(=O)c2cccc3c(Br)cccc23)cc1	.	i
CC(CCc1ccccc1)NC(=O)CNc1cccc([N+](=O)[O-])c1 (stereo unspecified)	-13	i
Cc1ccc(NC(=O)NC2CCCCCCC2)c(C)c1	.	i
CCN(Cc1ccccc1)S(=O)(=O)c1ccc(OC)cc1	-8	i
Cc1ccc(NC(=O)CC2C(=O)N(Cc3ccccc3)C(=S)N2NC(=O)c2ccccc2)c(C)c1 (stereo unspecified)	14	i
Cc1ccccc1NC(=O)CC1SCCNC1=O (stereo unspecified)	-11	i
O=C(c1ccc(N2C(=O)CCC2=O)cc1)N1CCN(c2ccccc2)CC1	-8	i
CC(=O)N1N=C(c2ccccc2)OC12CCCC2	-8	i
CCOc1ccc2oc(C(=O)N(C)CCc3ccc(OC)c(OC)c3)c(C)c2c1	-28	.
COC(=O)C1=CN(C)C=C(C(=O)OC)C1c1ccccc1Cl	-4	i
CCOC(=O)Nc1ccc2c(COC(=O)CNS(=O)(=O)c3cccc(Br)c3)cc(=O)oc2c1	11	i
N#CC1=C(SCC(=O)NC2CCCCC2)NC(=O)CC1c1ccco1 (stereo unspecified)	-18	i
CC(C)NS(=O)(=O)c1ccc(NC(=S)NC(=O)c2cccc([N+](=O)[O-])c2)cc1	-8	i
CN(Cc1ccccc1)S(=O)(=O)c1ccc(OCC(=O)N2CCC(C(N)=O)CC2)cc1	-27	i
CN(C(=O)CSc1nnc(-c2n[nH]c3ccccc23)o1)c1ccccc1	12	i

Next structures.
SMILES	OX1R antag	CHT PAM
CCOc1ccc(N(C)S(=O)(=O)c2ccc3[nH]cc(C(=O)NCC4CCCO4)c(=O)c3c2)cc1 (stereo unspecified)	-9	i
CCN(CC)C(=O)c1[nH]cnc1C(=O)NC1CCN(C(=O)OC(C)(C)C)CC1	-5	.
CCCC(=O)Nc1cccc(NC(=O)c2cccc([N+](=O)[O-])c2C)c1	-16	i
CN(CC(O)COc1ccc(S(=O)(=O)N2CCOCC2)cc1)C1CCCCC1 (stereo unspecified)	-6	i
S=C(NCC1CCCO1)N1CCN(c2cccc(Cl)c2)CC1 (stereo unspecified)	-14	i
Cc1cccc(C)c1NC(=O)c1cccc(COc2cc(Cl)ccc2Cl)c1	-17	i
Cc1ccc(CNC(=O)c2ccccc2NC(=O)CSc2nnnn2C)cc1	-27	i
O=c1[nH]c(S)c(/C=C2\C=Nc3ccccc32)s1	-4	i
COc1cc(/C=C/c2ccc3cccc(O)c3n2)c(Br)cc1O	19	i
Oc1ccccc1-c1nc(NCc2ccco2)c2ccccc2n1	-20	i
COc1cc(C(=O)NCC(=O)NCCSc2ccc(Br)cc2)cc(OC)c1OC	-16	i
C=CCn1c(SCC(=O)N2CCN(C(=O)c3ccco3)CC2)nc2sc(CC)cc2c1=O	12	i
COc1ccc(N2CCN(CCC3Oc4cc([N+](=O)[O-])ccc4NC3=O)CC2)cc1 (stereo unspecified)	-10	i
Oc1oc(-c2ccccc2)nc1C=NCc1ccncc1	-12	i
CCOC(=O)Cc1csc(NC(=O)CSc2nnc(-c3cccnc3)n2Cc2ccco2)n1	-42	i
Cc1cccc(C)c1NC(=O)C1c2cccc[n+]2CC(=O)N1Cc1cccs1 (stereo unspecified)	-27	i
COc1ccc(CN(Cc2ccc(C(=O)O)cc2)C(=S)Nc2ccccc2Cl)cc1OC	-3	i
CCc1nnc(SCC(=O)Nc2nnc(C)s2)n1CC1CCCO1 (stereo unspecified)	-10	i
CC(C)CNC(=S)NNC(=O)c1ccco1	3	i
O=C(C[n+]1ccccc1)c1ccc(-c2ccccc2)cc1	-20	i
COc1cc2c(CCNC(C)=O)c[nH]c2cc1Cl	-14	i
CCC(C)N1C(=O)CCC1C(=O)N1CCN(c2ccc(F)cc2)CC1 (stereo unspecified)	4	i
Cc1cccc(NC(=S)N2CCN(S(=O)(=O)c3ccccc3)CC2)c1	.	i
CC(=O)Nc1ccc(S(=O)(=O)N2CCN(CCc3ccccc3)CC2)cc1	-15	i
COc1ccc2cc(C(=O)C3CCCN(C(=O)c4ccnn4C)C3)ccc2c1 (stereo unspecified)	-21	i
NNC(=O)c1cc2c(s1)CCCCCC2	-27	i
CCOc1cc(/C=C/c2nc3ccccc3c(=O)[nH]2)ccc1O	-19	i
COCCCNC(=O)c1c[nH]c2ccc(S(=O)(=O)N3CCC(C)CC3)cc2c1=O	-20	i
Cn1c(=O)c2c(-c3ccccc3)n(-n3cnnc3)cc2n(C)c1=O	7	i
O=C1C2C3C=CC(CC3)C2C(=O)N1c1cccc(C(F)(F)F)c1 (stereo unspecified)	-11	i
O=C(NCC(=O)N1CCN(S(=O)(=O)c2ccccc2)CC1)c1ccc(Br)o1	-14	i
Cc1ccc(NC(=S)N2CCc3[nH]c4ccccc4c3C2)cc1	-4	i
CCn1c(SCC(=O)Nc2cccc(OC)c2)nc2c(c1=O)SCC2	-18	i
CCOc1ccccc1NC(=O)CSc1nc2ccccc2nc1N1CCOCC1	-33	i
O=C(O)/C=C/C(=O)NC1CCS(=O)(=O)C1 (stereo unspecified)	-14	i
COc1cc(NC(=O)c2ccccc2Cl)ccc1NC(=O)c1ccco1	-10	i
CC1=C(C(=O)NC(C)c2ccccc2)C2(CCC(C)CC2)OC1=O (stereo unspecified)	-16	i
COCc1cc(C)nc(N2CCc3ccccc32)c1C#N	-22	i
O=C(COC(=O)/C=C/c1ccccc1Cl)NCc1ccccc1	-21	i
Cc1ccc(NC(=O)N2C3CCCC2CC(NC(=O)C2CC2)C3)cc1 (stereo unspecified)	-25	i

Laid out differently: 18 of the compounds above
compound,OX1R antag,CHT PAM
O=c1[nH]c(S)c(/C=C2\C=Nc3ccccc32)s1,-4,i
COc1cc(/C=C/c2ccc3cccc(O)c3n2)c(Br)cc1O,19,i
Oc1ccccc1-c1nc(NCc2ccco2)c2ccccc2n1,-20,i
COc1cc(C(=O)NCC(=O)NCCSc2ccc(Br)cc2)cc(OC)c1OC,-16,i
C=CCn1c(SCC(=O)N2CCN(C(=O)c3ccco3)CC2)nc2sc(CC)cc2c1=O,12,i
COc1ccc(N2CCN(CCC3Oc4cc([N+](=O)[O-])ccc4NC3=O)CC2)cc1 (stereo unspecified),-10,i
Oc1oc(-c2ccccc2)nc1C=NCc1ccncc1,-12,i
CCOC(=O)Cc1csc(NC(=O)CSc2nnc(-c3cccnc3)n2Cc2ccco2)n1,-42,i
Cc1cccc(C)c1NC(=O)C1c2cccc[n+]2CC(=O)N1Cc1cccs1 (stereo unspecified),-27,i
COc1ccc(CN(Cc2ccc(C(=O)O)cc2)C(=S)Nc2ccccc2Cl)cc1OC,-3,i
CCc1nnc(SCC(=O)Nc2nnc(C)s2)n1CC1CCCO1 (stereo unspecified),-10,i
CC(C)CNC(=S)NNC(=O)c1ccco1,3,i
O=C(C[n+]1ccccc1)c1ccc(-c2ccccc2)cc1,-20,i
COc1cc2c(CCNC(C)=O)c[nH]c2cc1Cl,-14,i
CCC(C)N1C(=O)CCC1C(=O)N1CCN(c2ccc(F)cc2)CC1 (stereo unspecified),4,i
Cc1cccc(NC(=S)N2CCN(S(=O)(=O)c3ccccc3)CC2)c1,.,i
CC(=O)Nc1ccc(S(=O)(=O)N2CCN(CCc3ccccc3)CC2)cc1,-15,i
COc1ccc2cc(C(=O)C3CCCN(C(=O)c4ccnn4C)C3)ccc2c1 (stereo unspecified),-21,i

Further records:
SMILES	OX1R antag	CHT PAM
Clc1ccc(CSc2nnnn2-c2ccc3c(c2)OCO3)c(Cl)c1	-12	i
Cn1c(CN2CCN(c3cccc(Cl)c3)CC2)nc2ccccc21	-66	i
COc1ccccc1C(CNC(=O)c1cc(C)nc2ccccc12)N(C)C (stereo unspecified)	-12	i
Fc1ccc(-c2n[nH]c(=S)n2/N=C/c2c[nH]c3ccccc23)cc1	3	i
CC(C)(C)OC(=O)N1CCC[C@H]1c1nnc(SCc2ccccc2Cl)o1	-16	i
Nc1ccc(C(=O)OCC(=O)Nc2ccc([N+](=O)[O-])cc2C(F)(F)F)cc1	-5	i
CCCn1nnnc1SCC(=O)N1CCCCC1	-16	i
O=C(NC(=S)NCCCN1CCOCC1)c1ccc(Br)cc1	-21	i
N/C(=N\OC(=O)COc1ccc([N+](=O)[O-])cc1)c1cccnc1	-4	i
Cc1ccc(N(CC(O)CN2CCCC2)S(=O)(=O)c2ccccc2)cc1 (stereo unspecified)	-14	i
CCN1CCN(Cc2c(O)ccc3c2O/C(=C\c2ccccc2)C3=O)CC1	-17	i
COc1ccc(C(=O)/C=C/c2ccc(O)cc2)c(O)c1CC=C(C)C	-4	i
c1cc2nnnn2nc1N1CCCCC1	7	i
CNC(=S)N/N=C(\C)c1ccc(Cl)s1	-13	i
Cc1ccc(NC(=O)C2CCCC2)cc1S(=O)(=O)N1CCOCC1	-1	.
Cc1nc2cc(S(=O)(=O)N3CCC(C(=O)O)CC3)ccc2n1C1CCCC1	7	i
CN(Cc1ccccc1)Cc1nc2c([nH]1)c(=O)[nH]c(=O)n2C	-9	i
Cc1ccc(C)c(OCC(=O)Nc2ccccc2N2CCCC2)c1	-21	i
CCOc1cc(/C=N/NC(=O)OC)ccc1OCCSc1ccc(Cl)cc1	-28	i
CCC(=O)Nc1ccc(-c2nnc(SCC(=O)NCC3CCCO3)n2C)cc1 (stereo unspecified)	1	i
CCOC(=O)CN1C(=O)C2Cc3ccccc3CN2C1=S (stereo unspecified)	-28	i
Cc1ccc(S(=O)(=O)N2CCN(C(=O)c3ccccn3)CC2)c(C)c1	-23	i
CC1(C)CC(=O)C2=C(C1)N(CCN1CCOCC1)C1=C(C(=O)CC(C)(C)C1)C2c1ccc(Cl)cc1	-12	i
CCC(C)NC(=O)Nc1ccc(F)c(Cl)c1 (stereo unspecified)	-29	i
COc1ccccc1OCC(=O)NCCSCc1ccccc1Cl	-6	i
COc1ccc(-c2c(-c3ccc(OC)c(C)c3O)n[nH]c2C)cc1	-7	i
CC(=O)N1CCN(C(=O)c2cc(-c3cccc4ccccc34)nc3ccccc23)CC1	-31	i
c1cc(-c2cc3cc(N4CCOCC4)ccc3o2)cs1	-1	i
O=C(/C=C/c1ccccc1)N1CCC(N2CCC(C(=O)N3CCOCC3)CC2)CC1	-13	i
O=[N+]([O-])c1ccc(OCCO)nc1	-13	i
CN1CCN(CCC(=O)Nc2ccc(C3CCCC3)cc2)CC1	-11	i
Cc1cc(N/N=C/c2ccccc2)nc(N)n1	-4	i
